Rpn11 block: blocks the human proteasome subunit Rpn11; O00487; human 26S proteasome, Ub4-pepOG fluorescence polarization; 20S core pre-blocked with epoxomicin; calls only at 20 µM; 0.59% of 360,000 active; AID 588493;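 active = inhibition at 20 µM, scaled to each plate's controls, above about 33%, limit read from the data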
STEP inh: STEP (human) phosphatase inhibition; recombinant STEP, OMFP fluorogenic substrate, fluorescence; P54829; inhibition, % at 20 µM; 0.25% of 360,000 active;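 active = inhibition at 20 µM, scaled per plate between control wells, above about 37%, limit read from the data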;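 note: 0% = DMSO with enzyme and substrate and 100% = substrate only without enzyme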
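System: STEP (striatal-enriched tyrosine phosphatase) enzyme, cell-free; medium: Bis-Tris pH 6.0 buffer with DTT, detergent; dosing: 20 µM, 1% DMSO; times: reaction 20 min, ambient temperature; detection: fluorescence, 480/540 nm; read-out basis: normalized % inhibition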
PABP1 MLLE inh: blocks PAM2 peptide binding to the PABP1 MLLE domain; P11940; GST-MLLE / FITC-PAM2 fluorescence polarization; inhibition, % at 20 µM; 0.36% of 360,000 active; AID 588489; in the data active = inhibition above about 35%, passing the limit was not always enough;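 note: plate controls were DMSO wells with GST-MLLE for no effect and wells lacking GST-MLLE protein for full effect; some results filed as inactive read as strong as hits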
Target sequence (P11940 whole entry, looked up, the tested form may be a part): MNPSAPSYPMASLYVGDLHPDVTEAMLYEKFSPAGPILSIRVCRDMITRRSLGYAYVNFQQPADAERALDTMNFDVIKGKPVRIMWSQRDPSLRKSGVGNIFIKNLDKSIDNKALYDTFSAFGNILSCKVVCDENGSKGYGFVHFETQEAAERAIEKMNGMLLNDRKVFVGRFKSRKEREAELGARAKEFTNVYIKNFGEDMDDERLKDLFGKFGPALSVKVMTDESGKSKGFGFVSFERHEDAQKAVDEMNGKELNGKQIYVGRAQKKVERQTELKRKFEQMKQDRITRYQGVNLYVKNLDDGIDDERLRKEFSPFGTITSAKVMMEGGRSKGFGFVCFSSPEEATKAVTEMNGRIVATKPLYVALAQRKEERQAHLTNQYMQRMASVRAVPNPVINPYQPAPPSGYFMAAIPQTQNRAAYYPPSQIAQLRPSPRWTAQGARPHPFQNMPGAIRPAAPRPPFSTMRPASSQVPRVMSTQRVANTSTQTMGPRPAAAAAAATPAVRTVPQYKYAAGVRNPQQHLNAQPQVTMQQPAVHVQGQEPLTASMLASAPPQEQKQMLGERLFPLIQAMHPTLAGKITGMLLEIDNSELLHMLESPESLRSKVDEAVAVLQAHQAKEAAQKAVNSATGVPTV
SUMO1 PPI mod: modulators of human SUMO1-mediated protein-protein interactions. 0.33% of 360,000 active. inhibition, % at 20 µM. SUMO1 binding to a labelled peptide, TR-FRET, 1 h. AID 602429; in the data active = inhibition above about 37%
Target sequence (P63165 whole entry, looked up): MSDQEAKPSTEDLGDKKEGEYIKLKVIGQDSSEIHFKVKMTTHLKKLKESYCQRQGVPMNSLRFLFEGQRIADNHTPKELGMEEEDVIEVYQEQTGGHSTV
CSN deneddyl inh: inhibitors of human CSN-mediated cullin deneddylation; 0.38% of 360,000 active; AID 651999; Purified CSN, SCF-Nedd8-OG deneddylation, fluorescence polarization; inhibition, % at 12.5 µM;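 active = pattern-corrected inhibition above about 35%, with an unprinted fluorescence ratio check between 0.5 and 1.5, limit read from the data, passing the limit was not always enough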;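 note: 0% = enzyme with substrate and 100% = substrate without enzyme; some results filed as inactive read as strong as hits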
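Test system: Human Csn5 produced in HEK293T cells | Compound: 12.5 µM single point | Times: 90 min, room temperature | Signal: Fluorescence polarization readout | Read-out basis: % inhibition of substrate cleavage by Csn5 | Controls: no-enzyme wells high, enzyme-with-substrate wells low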
NadD block: inhibitors of Staphylococcus aureus NadD; purified NadD enzyme, colorimetric absorbance read-out; inhibition, % at 20 µM; 0.78% of 360,000 active; AID 602399; in the data active = inhibition above about 26%; note: some compounds past the cut are filed as inactive
TbMetRS inhib: Trypanosoma brucei MetRS inhibition; purified T. brucei MetRS, ATP depletion, Kinase-Glo luminescence; inhibition, % at 11.9 µM; 0.4% of 360,000 active; AID 624268;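 active = inhibition above a per-plate cutoff of the control wells' mean inhibition plus 3 SD, cut at about 5.5% in these data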;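 note: 0% = DMSO wells median and 100% = median of wells with control inhibitor compound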
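Material – parasite MetRS enzyme · Medium – HEPES-MgCl2-KCl buffer plus DTT, spermine, BSA, pyrophosphatase · Reagent – ATP, methionine and E. coli bulk tRNA substrates · Times – 15 min enzyme-compound preincubation, 2 h reaction, 10 min detection, 25 °C · Measured by – luminescence of leftover ATP · Evaluation – percent inhibition relative to median high and low control wells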
Scp-1 inhibitor: blocks human Scp-1 phosphatase activity | 0.88% of 340,000 active | Recombinant Scp1, phosphopeptide, malachite green phosphate absorbance | AID 493091 | inhibition, % at 20 µM | Q9GZU7;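 active = inhibition above about 50% at 20 µM, limit read from the data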;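 note: plate controls were DMSO wells with enzyme for no effect and wells lacking enzyme for full effect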
Target sequence (Q9GZU7 76-261 limits assumed): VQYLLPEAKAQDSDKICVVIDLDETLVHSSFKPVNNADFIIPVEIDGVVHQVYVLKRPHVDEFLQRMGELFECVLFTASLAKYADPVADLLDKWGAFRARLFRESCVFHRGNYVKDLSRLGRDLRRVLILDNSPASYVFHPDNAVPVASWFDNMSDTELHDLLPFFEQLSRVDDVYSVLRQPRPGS
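Incubation: 45 min enzyme reaction at room temperature / System: truncated SCP-1 phosphatase (76-261aa) / Reagent: Phospho 17-mer peptide substrate / Buffer or medium: Acidic Tris acetate buffer with magnesium and detergent / Signal: absorbance at 630 nm / Doses: one concentration, 20 µM, with 1.0% DMSO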
DNMT1 inh: blocks human DNA methyltransferase DNMT1. P26358. DNMT1 molecular beacon, Hinp1I cleavage, fluorescence. inhibition (reported as % activation of signal), % at 10 µM. 0.83% of 360,000 active; in the data active = inhibition above about 50%
LMPTP block: blocks human LMPTP phosphatase; recombinant LMPTP-A, OMFP fluorogenic substrate, fluorescence intensity; inhibition, % at 20 µM; 0.22% of 360,000 active; AID 651560;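 active = compounds that cut the enzyme signal by at least half of the control window in the single-dose screen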;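 note: plate controls were DMSO wells with enzyme plus substrate for no effect and substrate without enzyme for full effect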
Target sequence (P24666 whole entry, looked up): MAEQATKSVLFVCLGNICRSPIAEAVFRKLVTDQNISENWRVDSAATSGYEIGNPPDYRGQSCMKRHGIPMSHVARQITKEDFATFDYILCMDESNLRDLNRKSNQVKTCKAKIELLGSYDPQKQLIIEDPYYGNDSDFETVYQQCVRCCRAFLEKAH
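Assay system: LMPTP-A phosphatase enzyme | Input: 0.625 nM enzyme | Also added: Fluorogenic phosphatase substrate OMFP at 400 µM final | Compound dosing: One test concentration per compound, 20 µM, with 3% DMSO overall | Schedule: 50 min enzyme reaction at room temperature, protected from light | Signal: Fluorescence intensity | Benchmarks: no-enzyme and uninhibited controls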
Active calls of the source: *; i = inactive; x = no result given.

SMILES	Rpn11 block	STEP inh	PABP1 MLLE inh	SUMO1 PPI mod	CSN deneddyl inh	NadD block	TbMetRS inhib	Scp-1 inhibitor	DNMT1 inh	LMPTP block
C[C@@H]1CN([C@H](C)CO)C(=O)CCCn2cc(nn2)CO[C@H]1CN(C)S(=O)(=O)c1ccc(F)cc1	i	-1.3	4.7	1.6	2.1	0.6	-1.2	x	4.5	0.5
CN(C)CCn1c2c(c(SCC(=O)Nc3cccc4ccccc34)nc1=O)CCCC2	i	3.3	6.7	-13.4	2.5	-7.6	-0.1	-3.8	-2.4	1.2
CCCn1c(SCC(=O)Nc2ccccc2-c2ccccc2)nnc1-c1ccoc1C	i	1.7	-5.6	-0.9	1.4	-2.9	0.3	-2.6	-2.2	-0.1
COCCN(Cc1ccc(F)cc1)C(=O)c1cc2ccccc2oc1=O	i	-1.1	10.2	1.5	4.6	-2.3	-0.4	-3.7	0.3	-1.5
CCOc1ccc(NC(=O)C(C)Oc2ccccc2C(=O)Nc2cccc(Cl)c2Cl)cc1 (stereo not given)	i	-2.5	-9.3	0.0	3.2	0.6	0.2	0.2	-1.9	3.7
Fc1ccc(-c2cc(C(F)(F)F)nc(N3CCCCC3)n2)cc1	i	3.9	-5.7	0.1	3.5	5.8	-1.0	-4.3	5.1	1.9
CC1(C(=O)NS(=O)(=O)c2cccc(C#N)c2)CCN1C(=O)c1ccccc1CCc1ccccc1 (stereo not given)	i	0.0	3.1	1.2	3.4	-1.3	-0.2	x	1.0	0.0
Cc1cccc(N2C(=O)CSC2c2cccnc2)c1 (stereo not given)	i	-1.1	28.0	0.0	-1.1	0.2	-1.1	0.5	-1.4	2.6
CCc1ccc(N(C(=O)c2ccco2)C(C(=O)NC2CCCC2)c2ccncc2)cc1 (stereo not given)	i	-3.2	-9.8	-7.3	1.1	-1.2	0.1	-7.9	1.8	-1.6
Cc1ccccc1NC(=O)CCCC(=O)c1ccccc1	i	-2.9	8.3	0.1	-2.5	1.8	-0.8	-6.0	6.6	0.3
C=CCNC(=S)N1CCN(S(=O)(=O)c2ccc(C)cc2)CC1	i	1.8	-130.5	-0.7	0.8	-2.7	-0.9	8.9	1.8	-0.3
O=C(NCc1ccccn1)c1ccc(Cn2c(=S)[nH]c3ccc(Br)cc3c2=O)cc1	i	-4.1	-88.0	-4.6	-4.2	11.8	0.3	-0.7	-0.6	3.1
COc1ccc(Cc2c(-c3ccc(C)cc3)nc3c4ccccc4ccn23)c(C)c1	i	0.4	-13.3	2.1	1.4	13.3	0.0	x	-2.5	4.7
COC(=O)[C@@]1(Cc2ccccc2)[C@H]2C(=O)N(C)C(=O)[C@H]2[C@H]2CN=C(SCC(=O)c3ccccc3)N21	i	5.1	21.7	3.0	-0.1	0.5	0.0	1.3	-0.3	-0.5
O=C1Nc2ccc(Br)cc2/C1=C/C(=O)c1ccccc1	i	-2.4	-2.7	6.2	8.5	9.5	-0.2	-2.8	-2.6	2.7
CN1CCN(Cc2nc3ccccc3c(=O)n2CC#N)CC1	i	-3.0	0.9	0.5	-1.8	6.7	-1.1	-0.9	0.4	-2.5
Cc1ccc(-c2cc(C(=O)Nc3ccc4c(c3)OCCO4)c3ccccc3n2)cc1	i	4.8	-0.7	-3.2	0.1	21.2	-1.7	14.5	-7.0	3.2
CC1CCN(S(=O)(=O)c2ccc(NC(=O)c3ccncc3)cc2)CC1	i	-4.3	7.4	0.0	-2.1	-5.2	-0.1	-7.1	0.5	-0.5
COc1ccc(/C=C/C(=O)NC2=NCCS2)cc1OC	i	-0.7	-5.5	-10.0	8.5	-4.1	-0.8	2.6	1.1	1.7
CCOC(=O)CSc1nc(C)c(C(=O)OCC)s1	i	-4.7	-0.2	0.3	-2.0	-0.9	-1.1	-0.5	-0.2	-0.8
Cn1cc(CN2CCc3sccc3C2)c(-c2ccccc2F)n1	i	-3.2	-5.7	-2.2	-0.6	-5.7	-0.3	-5.6	-5.5	-1.0
C=Cc1ccc(Cn2c(C)c(C(=O)NCc3ccc(Cl)c(Cl)c3)sc2=O)cc1	i	-0.6	2.6	2.8	-8.0	-0.2	0.0	x	-20.1	3.0
CC1(C(=O)Nc2ccc3c(c2)OCCO3)CCN1C(=O)c1cccc(F)c1 (stereo not given)	i	-3.5	-0.3	1.5	-0.5	-5.7	-0.1	x	1.1	-1.1
CC(=O)OCCNc1nc(-c2ccccc2)nc2ccccc12	i	0.3	25.4	0.4	1.0	-4.6	-0.1	-4.0	-1.1	42.3
CCC1C(C#N)=C(N)OC2=C1C(=O)CC(C)(C)C2 (stereo not given)	i	-1.4	-6.0	-3.7	-7.4	-4.2	-0.5	35.0	-3.5	-0.3

Some of these compounds in order of their number in LMPTP block, descending:
| smiles | Rpn11 block | PABP1 MLLE inh | SUMO1 PPI mod | CSN deneddyl inh | NadD block | TbMetRS inhib | Scp-1 inhibitor | DNMT1 inh | LMPTP block |
| --- | --- | --- | --- | --- | --- | --- | --- | --- | --- |
| CCOc1ccc(NC(=O)C(C)Oc2ccccc2C(=O)Nc2cccc(Cl)c2Cl)cc1 (stereo not given) | i | -9.3 | 0.0 | 3.2 | 0.6 | 0.2 | 0.2 | -1.9 | 3.7 |
| CN(C)CCn1c2c(c(SCC(=O)Nc3cccc4ccccc34)nc1=O)CCCC2 | i | 6.7 | -13.4 | 2.5 | -7.6 | -0.1 | -3.8 | -2.4 | 1.2 |
| CC1CCN(S(=O)(=O)c2ccc(NC(=O)c3ccncc3)cc2)CC1 | i | 7.4 | 0.0 | -2.1 | -5.2 | -0.1 | -7.1 | 0.5 | -0.5 |

Going on with the list:
SMILES	Rpn11 block	STEP inh	PABP1 MLLE inh	SUMO1 PPI mod	CSN deneddyl inh	NadD block	TbMetRS inhib	Scp-1 inhibitor	DNMT1 inh	LMPTP block
CCOC(=O)c1cn2nc(-c3ccc(OC)cc3)cc2nc1C1CCN(C(=O)OC(C)(C)C)CC1	i	-0.8	-4.3	2.7	1.9	-5.9	0.0	-13.2	-11.7	4.7
CCCCC#Cc1ccc(C(=O)NNC(=O)Nc2cc(Cl)cc(Cl)c2)o1	i	0.1	-2.5	0.0	-3.6	6.6	-0.3	-14.8	8.8	0.4
O=C(O)c1cccc(NC(=O)c2ccc3c(c2)C(=O)N(c2cccc([N+](=O)[O-])c2)C3=O)c1	i	-0.9	9.9	-27.9	-0.4	-7.1	2.0	5.2	-1.4	-1.4
COc1cc(OC)c(OC)cc1CN1CCN(C(=O)c2cccc3ccccc23)CC1	i	-2.3	-4.2	2.7	2.0	-7.9	-1.0	-2.8	1.0	-2.1
CCOC(=O)C1CCN(C(=O)CCCN2C(=O)c3ccccc3C2=O)CC1	i	4.3	6.6	-7.0	-1.8	-2.8	0.4	-2.2	5.1	-0.2
COC(=O)C[C@H]1C=C[C@@H](NS(=O)(=O)c2ccc(C)cc2)[C@@H](CO)O1	x	x	x	3.0	1.3	x	-0.3	x	x	0.1
CC1(C(=O)NS(=O)(=O)c2ccc(Cl)cc2)CCN1C(=O)C1(c2ccccc2)CCCC1 (stereo not given)	i	-2.0	2.9	4.6	-2.5	-4.7	0.3	x	2.9	-1.9
Cc1c(C(=O)N2CCN(c3ncccn3)CC2)oc2ccc(Cl)cc12	i	-0.1	-0.3	-0.5	2.2	-2.2	-0.3	3.5	6.2	2.4
CCC(=O)Oc1c(C(=O)CC)cc2c(C)cc(=O)oc2c1C	i	-5.9	11.4	3.0	8.2	-3.8	-1.0	3.3	5.1	-0.6
C#CCOCCOCCOCCNc1nc(N2CCN(C(=O)Cn3cc(CCO)nn3)CC2)nc(N2CCN(C(=O)[C@H](CCCCN)n3cc(CC(C)O)nn3)CC2)n1 (stereo not given in full)	i	0.6	6.9	-6.5	-7.7	-4.7	0.0	1.6	4.7	-7.0
Cc1cccc(C(=O)N/N=C2/SCC(=O)N2Cc2ccccc2)c1	i	-0.9	-12.9	3.6	-5.4	-1.7	-1.7	3.6	3.9	-0.6
CC1=CC(C)C(/C=N/N=C(N)N)C(C)C1 (stereo not given)	i	0.2	-9.0	0.3	-1.2	-2.2	-1.1	0.3	7.1	-1.0
CCOC(=O)c1cnc(-c2ccccc2)nc1Oc1ccccc1	i	3.8	-6.4	-1.2	-1.0	1.0	-1.8	-10.4	-3.2	1.1
CSc1ccccc1C(=O)NC1CCCc2ccccc21 (stereo not given)	i	-0.9	8.5	3.3	3.8	-2.2	-1.2	-0.6	3.2	1.7
Cc1ccc(-n2nc3c(SCCN4CCOCC4)nnc(C)c3c2C)cc1	i	-6.4	-48.1	-0.1	-2.1	-3.1	-0.5	-2.6	1.1	-1.9
COc1ccccc1Nc1nc(N)nc(CN2CCN(c3ccccc3)CC2)n1	i	-1.4	-4.0	4.2	2.1	11.4	-1.3	-0.1	-1.8	-0.2
CCn1c(SC)nnc1C1CCN(CC(=O)Nc2ccccc2N2CCOCC2)CC1	i	-2.8	6.5	-0.2	1.7	9.2	-0.3	-3.1	-1.5	0.8
COc1ccccc1NS(=O)(=O)c1cccc(C(=O)N/N=C/c2ccc([N+](=O)[O-])o2)c1	i	-1.7	16.2	-16.5	10.6	11.8	-0.6	-7.6	-6.2	2.5
COc1ccccc1CNC(=O)c1ccoc1C	i	-0.3	14.4	0.9	-2.9	-5.2	-0.5	2.9	2.3	-1.4
O=C1CCC(=O)N(c2ccccc2)N1	i	0.4	3.9	-2.2	-1.6	1.8	-0.8	-7.5	-1.5	-0.9
CCCCNS(=O)(=O)c1ccc2nc(-c3cccnc3)cc(C(=O)NC3CC3)c2c1	i	-1.6	1.7	-10.9	2.2	5.6	0.5	-6.0	-3.0	0.3
Cc1cc(OC(=O)c2ccccc2C)c([N+](=O)[O-])c(=O)[nH]1	i	0.7	-4.7	1.2	-0.8	7.5	0.0	-11.3	-0.1	0.5
O=S(=O)(Nc1ccccn1)c1cnc(Cl)c(Br)c1	i	-1.7	4.6	3.0	-19.0	-1.1	-0.6	2.4	4.2	-2.6
N#Cc1nc(Cc2cccc3ccccc23)oc1N1CCN(c2ccccc2)CC1	i	0.3	-10.1	-0.8	-2.8	2.5	-1.5	3.1	-2.0	2.2
CCOC(=O)c1nnn(-c2nonc2N)c1CN1CCCC1	i	-1.9	4.4	-0.8	-2.8	-5.6	-0.3	-5.7	-0.3	-2.1
CC1=C(C)CS(=O)N(S(=O)(=O)c2ccc(Cl)cc2)C1 (stereo not given)	i	-1.7	17.8	0.8	-0.6	16.0	0.4	-4.9	-5.7	0.4
Cc1ccccc1Oc1nc2c(c(=O)n(C)c(=O)n2C)n1C	i	-0.8	-18.9	0.1	-1.7	-3.9	-0.5	-9.0	-4.6	-1.3

From PubChem BioAssay
